MT1-MMP act inh: blockers of MT1-MMP proenzyme processing, primary screen, HT1080 RFP-PRO-GFP cells, GFP/RFP fluorescence; hit rate 0.061% among 360,000; GFP/RFP ratio fluorescence, overnight; percent of plate control window, DMSO zero; Matrix metalloproteinase-14 (Homo sapiens), P50281; GFP/RFP ratio change, % at 20 µM;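 active means GFP/RFP ratio change of at least 30% with cell ATP level not reduced by more than half and red fluorescence within 50% of control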; further: strong numbers were not always called active
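Test system: HT1080 RFP-PRO-GFP cells; Benchmarks: DMSO and RFP-L50D-GFP cell wells; Timing: cells overnight before dosing, compound overnight, 37 °C, 5% CO2; Compound: one 20 µM compound dose with 1% DMSO; Read-out: GFP/RFP fluorescence ratio.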
MsrA inhibitor: bovine MsrA enzyme inhibitors, primary screen, biochemical, absorbance, HTS; inhibition, % at 15.5 µM; AID 651718, 2012; hit rate 0.75% among 360,000; purified bovine MsrA, absorbance read-out; in the data active means inhibition above about 4.5%;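 further: 0% = vehicle wells with enzyme and 100% = reference inhibitor wells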
NRP1-CendR mod: modulators of CendR peptide binding to NRP-1, primary screen, biochemical, fluorescence polarization, uHTS | FAM-RPARPAR peptide binding to NRP-1 | hit rate 0.85% among 360,000 | inhibition, % at 25 µM | Neuropilin-1 (Homo sapiens), O14786;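 active means inhibition or corrected inhibition above about 18%, plus a signal ratio from 0.5 to 1.5, limit read from the data, passing the limit was not always enough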; further: strong numbers were not always called active
Rin1 Abl inh: inhibitors of Rin1-Abl protein binding, primary screen, biochemical, TR-FRET; hit rate 0.4% among 360,000; Tyrosine-protein kinase ABL1 (Homo sapiens) + Ras and Rab interactor 1 (Homo sapiens), …; inhibition, % at 7.35 µM; in the data active means inhibition above about 5%, passing the limit was not always enough
Target sequence (P00519 whole entry, looked up): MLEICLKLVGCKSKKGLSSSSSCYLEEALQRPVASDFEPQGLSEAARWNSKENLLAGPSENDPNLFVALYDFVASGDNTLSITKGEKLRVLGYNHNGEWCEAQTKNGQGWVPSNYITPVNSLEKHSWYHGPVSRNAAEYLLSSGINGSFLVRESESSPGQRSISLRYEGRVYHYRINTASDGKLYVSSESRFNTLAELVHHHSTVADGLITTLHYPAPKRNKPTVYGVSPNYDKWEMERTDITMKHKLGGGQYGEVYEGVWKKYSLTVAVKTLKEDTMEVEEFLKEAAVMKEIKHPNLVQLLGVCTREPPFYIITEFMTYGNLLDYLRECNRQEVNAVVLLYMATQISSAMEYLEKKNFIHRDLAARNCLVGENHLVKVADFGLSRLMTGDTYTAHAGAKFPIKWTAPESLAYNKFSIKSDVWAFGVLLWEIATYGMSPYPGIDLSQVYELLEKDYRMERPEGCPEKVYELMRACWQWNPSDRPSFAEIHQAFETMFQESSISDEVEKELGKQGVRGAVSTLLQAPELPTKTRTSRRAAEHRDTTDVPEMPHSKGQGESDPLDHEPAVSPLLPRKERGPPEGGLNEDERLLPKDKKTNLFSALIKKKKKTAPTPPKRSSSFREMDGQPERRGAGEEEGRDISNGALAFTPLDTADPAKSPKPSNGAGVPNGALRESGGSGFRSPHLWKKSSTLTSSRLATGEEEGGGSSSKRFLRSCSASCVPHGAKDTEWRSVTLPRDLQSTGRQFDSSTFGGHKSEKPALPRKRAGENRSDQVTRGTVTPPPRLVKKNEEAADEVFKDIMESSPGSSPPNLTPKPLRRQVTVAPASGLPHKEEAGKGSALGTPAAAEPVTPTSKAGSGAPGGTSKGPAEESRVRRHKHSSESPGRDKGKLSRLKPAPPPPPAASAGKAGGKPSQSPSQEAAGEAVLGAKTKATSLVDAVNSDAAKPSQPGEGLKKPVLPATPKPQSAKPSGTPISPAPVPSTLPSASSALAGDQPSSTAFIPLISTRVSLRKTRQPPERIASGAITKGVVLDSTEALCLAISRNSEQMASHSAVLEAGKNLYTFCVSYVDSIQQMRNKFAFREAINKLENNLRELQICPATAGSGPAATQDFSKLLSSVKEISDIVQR
Target sequence (Q13671 whole entry, looked up): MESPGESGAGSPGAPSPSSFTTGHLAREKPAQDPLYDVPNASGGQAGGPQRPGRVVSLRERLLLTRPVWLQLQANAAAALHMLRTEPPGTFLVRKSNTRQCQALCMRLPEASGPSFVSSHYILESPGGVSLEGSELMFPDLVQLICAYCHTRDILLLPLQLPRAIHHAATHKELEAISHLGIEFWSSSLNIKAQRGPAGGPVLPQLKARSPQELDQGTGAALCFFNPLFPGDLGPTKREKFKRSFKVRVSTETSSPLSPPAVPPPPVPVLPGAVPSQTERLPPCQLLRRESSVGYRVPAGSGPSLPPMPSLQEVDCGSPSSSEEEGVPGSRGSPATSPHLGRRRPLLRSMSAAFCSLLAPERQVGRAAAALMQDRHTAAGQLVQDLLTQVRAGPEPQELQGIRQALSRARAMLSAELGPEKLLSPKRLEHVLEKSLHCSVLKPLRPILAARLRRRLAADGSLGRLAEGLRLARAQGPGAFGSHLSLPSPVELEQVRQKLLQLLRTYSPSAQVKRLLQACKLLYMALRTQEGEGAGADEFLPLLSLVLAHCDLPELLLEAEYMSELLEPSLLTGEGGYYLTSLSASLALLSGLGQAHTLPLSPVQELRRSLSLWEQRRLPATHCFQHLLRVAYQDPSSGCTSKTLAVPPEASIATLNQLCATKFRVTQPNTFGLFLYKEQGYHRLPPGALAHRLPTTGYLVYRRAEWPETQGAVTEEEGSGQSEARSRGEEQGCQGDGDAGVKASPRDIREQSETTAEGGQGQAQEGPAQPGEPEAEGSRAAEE
SKN-1 block: suppressors of acrylamide-induced Pgst-4::GFP reporter in worms, primary screen, SKN-1 inhibitor project, whole organism, uHTS, GFP/RFP fluorescence ratio, strain VP596 | C. elegans VP596 Pgst-4::GFP/RFP ratio, 24 h | inhibition, % at 21.8 µM | hit rate 0.49% among 360,000;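 active means interference check ratio from 0.5 to 1.5 plus GFP to RFP signal ratio inhibition reaching or exceeding a fixed threshold, cut at about 30% in these data, passing the limit was not always enough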; further: some compounds called inactive have numbers as strong as hits
FAS TE block: FAS thioesterase domain inhibitors, primary screen, biochemical, fluorescence intensity, uHTS; Fatty acid synthase (Homo sapiens), P49327; hit rate 0.67% among 360,000; recombinant FAS-TE, OMFH fluorogenic substrate, fluorescence endpoint; inhibition, % at 15 µM;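 active means compounds whose normalised, plate-corrected inhibition of enzyme fluorescence in the single-dose primary screen is 50% or more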;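 further: 0% = DMSO with enzyme and 100% = substrate without enzyme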
Neddyl block: inhibitors of cullin neddylation, primary screen, biochemical, TR-FRET, uHTS, NAE and Ubc12; NEDD8-conjugating enzyme Ubc12 (Homo sapiens) + NEDD8-activating enzyme E1 regulatory …; calls only at 25 µM; hit rate 0.58% among 360,000; AID 651699, 2012; in the data active means inhibition above about 36%
bovine MsrA act: bovine MsrA enzyme activators, primary screen, biochemical, absorbance, HTS. purified bovine MsrA, absorbance read-out. activation, % at 10.6 µM. hit rate 0.3% among 360,000. AID 602163, 2012; in the data active means activation above about 7.5%;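 further: 0% = vehicle and 100% = reference activator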
eLon inh: inhibitors of E. coli Lon protease, primary screen, biochemical, fluorescence polarization; P0A9M0; purified E. coli Lon protease; inhibition, % at 7.94 µM; hit rate 0.42% among 360,000; in the data active means inhibition above about 13%, passing the limit was not always enough;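 further: 0% = enzyme with probe and DMSO and 100% = no enzyme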
Starred values were filed as active, the others as inactive; i = inactive; nt = not tested or not shown. Not a hit list. About 4.2% of those tested had a hit in this group.

SMILES | MT1-MMP act inh | MsrA inhibitor | NRP1-CendR mod | Rin1 Abl inh | SKN-1 block | FAS TE block | Neddyl block | bovine MsrA act | eLon inh
CCN(CC(=O)NCc1cccs1)C(=O)c1ccc(NS(=O)(=O)c2ccc(F)cc2)cc1 | 0 | -1.2 | -2 | -2 | 12 | -4 | i | -2 | 13
CCOc1ccc(N2C(=O)c3ccccc3C2=O)cc1 | -18 | 0.1 | 16 | 2 | 0 | -3 | i | -2 | 2
Cc1n[nH]c(=S)n(/N=C/c2ccccn2)c1=O | -1 | 1.5 | 0 | -2 | 1 | -5 | i | 2 | -3
CCOC(=O)Cc1csc(NS(=O)(=O)c2cccc([N+](=O)[O-])c2)n1 | -4 | 2.8 | -11 | 4 | -1 | 0 | i | -2 | -5
O=C(Nc1cccc(O)c1)C(Cc1ccccc1)N1C(=O)c2cccc3cccc(c23)C1=O (configuration not stated) | -10 | -0.5 | -7 | -2 | 0 | 1 | i | -14 | -1
CC(C)CNCC(=O)N1c2ccccc2Sc2ccccc21 | 3 | 0.2 | 8 | 1 | 2 | 0 | i | -10 | -3
COCCn1c(N)c(N(Cc2ccccc2)C(=O)CSCC(=O)Nc2ccc(C)cc2)c(=O)[nH]c1=O | -8 | 0.2 | 8 | 2 | 19 | -3 | i | -2 | -16
CCN1C2=NCCCN2c2cc(C)c(C)cc21 | 1 | -0.6 | -1 | 1 | -1 | -2 | i | -6 | -3
Cc1ccc(C)c(-c2csc(NC(=O)c3cnccn3)n2)c1 | 9 | -0.9 | -2 | 3 | 7 | -1 | i | -8 | 8
O=Cc1ccccc1-c1cn(CCCOCc2ccccc2)nn1 | 2 | -0.3 | 8 | -1 | 20 | -2 | i | -2 | -7
Cn1ccc2c(N3CCCCCC3)cc3c(c21)C1CCC3O1 (configuration not stated) | 1 | 0.1 | -2 | 1 | 17 | 5 | i | -3 | -9
COc1ccc(CSCC(=O)Nc2ccccc2SC)cc1 | 0 | 0.1 | 6 | -2 | 0 | 1 | i | -3 | -7
c1ccc2oc(-c3[nH]ncc3CN3CCSCC3)cc2c1 | -3 | -0.7 | -4 | 0 | -9 | -1 | i | -2 | 1
O=C(CN1CCCc2ccccc21)Nc1cc(S(=O)(=O)N2CCCC2)ccc1Cl | -14 | 0.5 | -13 | 2 | 0 | 0 | i | 0 | -15
c1ccc(-c2nc3ccccc3c3nc4ccccc4n23)cc1 | -6 | 0.2 | -11 | -1 | 9 | 1 | nt | 2 | 17
CCOc1ccccc1NC(=O)c1cccc(NC2=NC3CS(=O)(=O)CC3S2)c1 (configuration not stated) | 6 | 0.2 | -2 | 1 | -8 | -6 | i | -8 | -1
COc1ccc(-c2cc(C(=O)Nc3c(Cl)cc(Cl)cc3Cl)c3ccccc3n2)cc1OC | -1 | 0.1 | -6 | -1 | 4 | 7 | nt | -1 | 1
CC(=O)c1ccc([N+](=O)[O-])c(CS(=O)(=O)c2ccccc2)c1 | 2 | -0.3 | 4 | 2 | -10 | 8 | i | 0 | 1
Cc1ccc(NS(=O)(=O)c2ccc(C(=O)OCC(=O)NCC3CCCO3)cc2)cc1 (configuration not stated) | 2 | 1.8 | 2 | -3 | 2 | 3 | i | -3 | -2
c1ccc(C2OCCN2c2ccccc2)cc1 (configuration not stated) | -3 | -0.1 | 10 | 2 | 6 | -2 | i | -3 | -2
COc1ccc(C(C(=O)NC2CCCC2)N(Cc2ccc(F)cc2)C(=O)c2ccn[nH]2)cc1OC (configuration not stated) | -1 | -0.8 | -1 | 2 | 10 | -8 | i | -1 | -6
Cc1nc2sc(C(c3ccco3)N3CCN(C(c4ccccc4)c4ccccc4)CC3)c(O)n2n1 (configuration not stated) | -7 | 1.1 | -11 | -1 | -10 | -4 | i | 0 | -3
Cc1ccc(C)c(NC(=O)[C@@H]2CCCN2S(=O)(=O)c2ccccc2F)c1 | 0 | -0.5 | -1 | 4 | 12 | -4 | i | -3 | 5
Cc1cccc(-n2c(C)nc3cc(C(=O)NCC4CCCO4)ccc32)c1 (configuration not stated) | 3 | -0.4 | 10 | 0 | 20 | -4 | i | -1 | -4
COc1cccc(NC(=O)c2cc(-c3ccc(OC)cc3OC)nc3ccccc23)c1 | 0 | 2.7 | 0 | 2 | 5 | 43 | i | 0 | 2
O=C(Nc1ccc(Br)cc1)c1cccc(-n2cnnn2)c1 | 6 | -2.2 | 0 | -1 | -2 | 52* | i | -1 | -3
Cc1ccc(S(=O)(=O)N2C(=O)CCC2C(=O)N2CCCCC2)cc1 (configuration not stated) | -5 | 0.1 | -4 | 0 | -5 | -4 | i | 0 | -8
Cc1ccc(CCNC(=O)Cc2ccc(NC3=NC4CS(=O)(=O)CC4S3)cc2)cc1 (configuration not stated) | -8 | 0.1 | 2 | 4 | -2 | -5 | i | -5 | -2
COc1ccc(N2CCN(CC(=O)c3c(C)n(C)c4ccc(OC)cc34)CC2)cc1 | -6 | -0.2 | 5 | 0 | -6 | 7 | i | -1 | 9
CCOC(=O)C(CCCOc1ccccc1)C(=O)OCC | 2 | -0.7 | 15 | -5 | 14 | 2 | i | 1 | 6
O=C(C(=O)N1CCN(c2ccccc2F)CC1)c1ccccc1 | -1 | -0.2 | -5 | nt | -2 | nt | i | nt | nt
CCCNc1ncnc2[nH]ncc12 | -6 | 0.4 | 3 | 4 | 24 | -6 | i | -1 | -4
COC(=O)C1CCN(C(=O)Cc2ccc(OC)c(OC)c2)CC1 | -1 | -0.8 | -4 | 3 | -7 | -12 | i | -12 | -7
O=C(CSC1CC(=O)N(c2ccc(C(=O)O)cc2)C1=O)Nc1ccc(Cl)cc1 (configuration not stated) | 1 | -0.5 | 2 | -2 | 2 | -23 | i | -6 | -11
O=C(OCc1cc(=O)n2cc(Br)ccc2n1)c1ccc(Cl)c(S(=O)(=O)NCc2ccccc2)c1 | -1 | 1.2 | -16 | 4 | 8 | 26 | i | -3 | -4
CCOC(=O)c1cccc(NC(=O)c2cccnc2)c1 | 4 | -0.6 | -4 | -1 | 8 | -9 | i | -9 | 3
Cc1occc1C(=O)N(C)Cc1nc(-c2ccc(Cl)cc2)no1 | -2 | 0.3 | -7 | 2 | -10 | 0 | i | -5 | 0
O=C(CSc1ccc(F)cc1)NC12CC3CC(CC(C3)C1)C2 | 2 | 0.4 | 1 | 0 | 26 | 8 | i | -6 | 3
CCCCCCCCCn1cc(C(C)=O)c(=O)[nH]c1=O | 2 | 0.5 | -2 | 4 | 23 | -1 | i | 0 | -2
CCOc1ccc(C2(C)CC(=O)N(C)C2=O)cc1 (configuration not stated) | -6 | -0.5 | 3 | -1 | -3 | -5 | i | -3 | -7

Next part; the last five above are carried over.
SMILES | MT1-MMP act inh | MsrA inhibitor | NRP1-CendR mod | Rin1 Abl inh | SKN-1 block | FAS TE block | Neddyl block | bovine MsrA act | eLon inh
CCOC(=O)c1cccc(NC(=O)c2cccnc2)c1 | 4 | -0.6 | -4 | -1 | 8 | -9 | i | -9 | 3
Cc1occc1C(=O)N(C)Cc1nc(-c2ccc(Cl)cc2)no1 | -2 | 0.3 | -7 | 2 | -10 | 0 | i | -5 | 0
O=C(CSc1ccc(F)cc1)NC12CC3CC(CC(C3)C1)C2 | 2 | 0.4 | 1 | 0 | 26 | 8 | i | -6 | 3
CCCCCCCCCn1cc(C(C)=O)c(=O)[nH]c1=O | 2 | 0.5 | -2 | 4 | 23 | -1 | i | 0 | -2
CCOc1ccc(C2(C)CC(=O)N(C)C2=O)cc1 (configuration not stated) | -6 | -0.5 | 3 | -1 | -3 | -5 | i | -3 | -7
Cc1nc(CSc2nsc(/C=C/N(C)C)c2C#N)cs1 | -46 | -1.5 | -88 | -1 | -8 | -4 | i | -7 | -43
O=S(=O)(c1ccc(Br)s1)N1CCN(c2ccc(F)cc2)CC1 | 0 | 0.1 | -7 | 0 | 8 | 27 | i | -1 | -12
COC(=O)c1ccc(O)c(Sc2cc(C(=O)OC)ccc2O)c1 | 5 | -1.1 | 12 | 3 | 1 | -4 | i | -3 | -5
CCOC(=O)C1CCN(C(=O)CCc2nnc3ccc(NCCCN4CCCC4=O)nn23)CC1 | 4 | -1.8 | 1 | -1 | 9 | 0 | i | -1 | -2
CC1(C)CC(CC(=O)NNc2nc(-c3ccccc3)cs2)C(=O)O1 (configuration not stated) | -3 | 0.0 | -2 | 2 | 5 | 0 | i | -4 | -11
CNC(=O)c1ccccc1Nc1ccc(SC(F)F)cc1 | -3 | 1.8 | 19 | 0 | 2 | 20 | i | -3 | -8
Cc1cccn2c(=O)c3cc(C(=O)NCC4CCCO4)c(=N)n(Cc4cccnc4)c3nc12 (configuration not stated) | -2 | 3.1 | -2 | -7 | 12 | 3 | i | -2 | -11
Cc1noc(C)c1S(=O)(=O)N1CCCCC1c1cc(C(=O)Nc2cccc3c2CCCC3)no1 (configuration not stated) | -2 | 1.3 | 7 | -4 | 6 | 21 | i | -3 | 0
C(=C\c1ccncc1)/c1ccncc1 | -2 | 1.8 | -7 | -8 | -4 | -2 | i | -2 | 5
CCOC(=O)CNC(=O)CSc1nc(-c2cccc(C)c2)ns1 | 4 | 0.0 | 1 | 2 | 3 | 1 | i | 0 | 2
CCOC(=O)N1CCN(CCC(=O)Nc2ccc(C)c(Br)c2)CC1 | 3 | -0.2 | 12 | 5.6* | 0 | 5 | i | -8 | 0
CC1CCCCN1CCNC(=O)c1cc2c(-c3ccccc3F)nn(C)c2s1 (configuration not stated) | 1 | 1.8 | -2 | -1 | 15 | 0 | nt | 0 | -4
COc1ccc(/C=C/C(=O)NCCC(=O)N2CCCN(C)CC2)cc1 | 3 | 0.9 | 2 | 0 | 10 | -4 | i | -3 | -1
Cc1cccc(NC(=S)N2CCC(NC(=O)c3ccco3)CC2)c1 | 1 | -1.4 | 10 | 3 | 11 | -1 | i | -6 | 3
Cc1ccc(NC(=O)c2ccc3nc(N4CCOCC4)sc3c2)c(Cl)c1 | 1 | -1.0 | -22 | 0 | 3 | -1 | i | 0 | -10
O=C(CCS(=O)(=O)c1ccc(Br)cc1)N1CCN(c2ccccc2)CC1 | 0 | -2.0 | -11 | -5 | -11 | 6 | i | -1 | -1
Cc1ccc(C(=O)NCC(=O)OC(C)C(=O)NC2CCCc3ccccc32)cc1 (configuration not stated) | 3 | -0.5 | 8 | 4 | 15 | 0 | i | 1 | -6
Cc1ccc(-n2nc3c(c2NC(=O)c2ccc4c(c2)OCO4)CSC3)cc1 | 2 | -0.4 | -4 | 1 | -2 | -6 | i | -1 | -4
Cc1cccc(COc2ccc(S(=O)(=O)N3CCOCC3)cc2[N+](=O)[O-])c1 | 0 | 0.0 | 20* | 4 | 5 | 20 | i | -2 | -4
COc1ccc(NS(=O)(=O)c2ccc(NC(=S)NC(=O)/C=C/c3ccccc3)cc2)nn1 | -7 | 0.2 | -28 | 1 | -6 | 5 | i | -3 | -8
COc1ccccc1NC(=S)NNC(=O)c1ccccc1 | 1 | -1.0 | 15 | -1 | 8 | -6 | i | -3 | -16

High-throughput results from PubChem BioAssay.
